POLK inh – inhibitors of human DNA polymerase kappa | 400,000 compounds, 0.53% hits | Potency, µM (highest dose often 107 µM), inactives show at the top dose activity, negative = inhibition, most hits filed as inhibitors | Q9UBT6 | purified Pol kappa, fluorescent DNA synthesis assay, 10 min | AID 588579; also: potency is read from the fitted curve at half-maximal effect; % is scaled to controls: 0 for no effect and ±100 for the full control effect
Target sequence (Q9UBT6 whole entry, looked up): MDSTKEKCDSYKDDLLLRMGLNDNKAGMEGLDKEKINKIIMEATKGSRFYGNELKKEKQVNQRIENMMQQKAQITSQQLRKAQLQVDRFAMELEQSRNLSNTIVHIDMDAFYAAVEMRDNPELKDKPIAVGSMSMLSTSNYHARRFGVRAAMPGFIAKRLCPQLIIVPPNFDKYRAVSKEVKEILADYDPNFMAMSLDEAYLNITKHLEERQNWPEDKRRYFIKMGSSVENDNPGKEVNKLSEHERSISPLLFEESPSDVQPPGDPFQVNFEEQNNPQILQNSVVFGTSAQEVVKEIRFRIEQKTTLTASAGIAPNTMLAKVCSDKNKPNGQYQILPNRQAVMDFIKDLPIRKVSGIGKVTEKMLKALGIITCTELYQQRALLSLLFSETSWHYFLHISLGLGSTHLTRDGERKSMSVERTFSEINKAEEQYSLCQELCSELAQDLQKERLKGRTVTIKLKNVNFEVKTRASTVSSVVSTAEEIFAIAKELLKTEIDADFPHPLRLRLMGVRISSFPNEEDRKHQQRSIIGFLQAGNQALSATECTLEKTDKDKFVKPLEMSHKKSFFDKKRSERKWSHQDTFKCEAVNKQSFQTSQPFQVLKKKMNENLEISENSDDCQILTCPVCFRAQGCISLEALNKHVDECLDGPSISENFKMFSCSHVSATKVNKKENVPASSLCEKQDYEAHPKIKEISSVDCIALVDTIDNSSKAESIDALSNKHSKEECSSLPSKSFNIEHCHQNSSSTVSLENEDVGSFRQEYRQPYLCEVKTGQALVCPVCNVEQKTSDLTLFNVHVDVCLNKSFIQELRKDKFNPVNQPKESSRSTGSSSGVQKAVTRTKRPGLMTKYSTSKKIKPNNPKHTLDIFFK
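Enzyme at 10 nM met test compounds for 15 min at room temperature. Substrate addition (50 nM final) began the reaction, which was monitored by fluorescence at 0 and 10 min.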
ERG Ets-DNA blk – blocks human ERG Ets domain binding to DNA. P11308. fluorescence polarization, His-ERG Ets domain / labelled DNA. Potency, µM (series often up to 76.9 µM), for inactives: top-dose FP activity, negative = inhibition, actives largely listed as inhibitors. 370,000 compounds, 0.028% hits; active = well fitted inhibition curve with a large enough effect in the polarisation, with a control signal flat; inconclusive = small, poorly fitted or top-dose-only effect, or effect the other way, or a change in a side signal; inactive = no such curve, though single readings can be large or run the other way; the % refers to the polarisation;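 also: polarization taken with two DNA probes labelled with fluorescein and Texas red; potency is read from the fitted curve at half-maximal effect; % of control where 0% means no effect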
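His-tagged ERG Ets domain (1 uM in the protein solution; 300mM KCl, 50mM Tris-HCl, 1mM EDTA, 1mM DTT, pH 7.5) received compound, then a probe mix of 5 nM fluorescein-DNA and 100nM Texas-615-DNA. Fluorescence polarization was read for both dyes.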
ALOX12 inh – blocks human arachidonate 12S-lipoxygenase; purified 12hLO, xylenol orange hydroperoxide absorbance; 580,000 compounds, 1.1% hits; P18054; Potency, µM (highest dose often 108 µM), for the others: top-dose activity change, negative = inhibition, hits mostly inhibitors; also: potency is read from the fitted curve at half-maximal effect; % is scaled to controls: 0 for no effect and ±100 for the full control effect
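Hydroperoxide product was detected by ferrous iron/xylenol orange as the 573 to 405 nm absorbance ratio. Arachidonic acid at 40 uM (final) was turned over for 30 min at room temperature by 150 nM human 12hLO, pH 7.0 Hepes buffer, after 15 min compound preincubation.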
APEX1 inh – inhibitors of human APE1 endonuclease; P27695; recombinant APE1, TAMRA/BHQ-2 abasic DNA cleavage fluorescence; Potency, µM (titrated, usually from 65.8 µM), for inactives: at the highest dose activity change, negative = inhibition, most hits filed as inhibitors; 350,000 compounds, 0.35% hits;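 also: potency is read from the fitted curve at half-maximal effect; plate controls were vehicle for no effect and reference inhibitor for full effect; nearly all actives have a fitted effect of over 55% in size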
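Measures dequenching upon AP-site incision of a 5'-TAMRA/3'-BHQ-2 THF-containing duplex, 50 nM; human APE1 0.75 nM after 15 min room-temperature exposure to compound; kinetic three-point read at one-minute spacing.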
Apoferritin bind – candidate novel general anesthetic via apoferritin binding. Potency, µM (top dose mostly 77.5 µM), for inactives: top-dose activity change, negative = displacement, usual class: inhibitors. apoferritin/1-aminoanthracene competitive binding, fluorescence. P02791. AID 485281. 350,000 compounds, 0.074% hits; also: potency is read from the fitted curve at half-maximal effect; % is scaled to controls: 0 for no effect and ±100 for the full control effect; nearly all actives have a fitted effect of over 20% in size
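Concentration-response curves derived by four-parameter Hill fitting of normalized fluorescence, where compounds displaced 1-AMA from 10 uM horse apoferritin following a brief 10 min room-temperature incubation; propofol titration acted as positive control.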
LDHA block – LDHA (human) enzyme inhibition; P00338; purified LDHA, NADH/diaphorase-resazurin fluorescence; active compounds read low; activity change, % (values are at about 110 or 230 µM); 480,000 compounds, 0.15% hits; AID 1347041; in the data active = activity change below about -30%; inconclusive = mostly about -25% to -30%;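 also: plate controls were DMSO wells for no effect and wells without enzyme for full effect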
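Enzyme activity of human lactate dehydrogenase 5 (2 nM; 0.06 mM NADH, 0.2 mM pyruvate, 5 min, RT) is measured via a resazurin/diaphorase fluorescence readout of residual NADH.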
RGS4 inh – inhibitors of human regulator of G protein signaling 4; Transcreener GDP fluorescence polarization, RGS4-accelerated GTP hydrolysis; Potency, µM (doses to about 114 µM), inactives show at the highest dose activity change, negative = inhibition, most hits filed as inhibitors; 390,000 compounds, 0.039% hits; P49798; also: potency is read from the fitted curve at half-maximal effect; % is scaled to controls: 0 for no effect and ±100 for the full control effect; nearly all actives have a fitted effect of over 75% in size; some results filed as inactive show a strong effect at the top dose
Target sequence (P49798 whole entry, looked up): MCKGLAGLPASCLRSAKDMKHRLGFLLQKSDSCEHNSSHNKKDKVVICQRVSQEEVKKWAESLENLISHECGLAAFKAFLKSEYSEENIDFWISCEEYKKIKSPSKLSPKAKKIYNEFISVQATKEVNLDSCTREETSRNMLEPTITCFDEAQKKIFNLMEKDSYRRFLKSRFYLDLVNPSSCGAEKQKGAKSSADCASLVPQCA
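MLSMR compounds (23 nl, pin-transferred) preincubated 10 min at room temperature with a 500nM (2x) first reagent, then RGS4 at 900nM (2x) plus Transcreener GDP mix added; fluorescence polarization (620/688 nm) read before and after 90 min at 30 °C.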
Pol eta inh – inhibitors of human DNA polymerase eta; AID 588591; 390,000 compounds, 1.2% hits; recombinant Pol eta, fluorescent DNA replication assay; Potency, µM (titrated, usually from 114 µM), without a hit: at the top dose activity change, negative = inhibition, usual class: inhibitors; also: potency is read from the fitted curve at half-maximal effect; % is scaled to controls: 0 for no effect and ±100 for the full control effect
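Pol eta at 10 nM preincubated with compounds 15 min at room temperature; reaction started with fluorescent substrate (50 nM final) and read kinetically at 0 and 10 min.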
POLB inh – DNA polymerase beta (human) inhibition. Potency, µM (highest dose often 114 µM), for inactives: at the highest dose activity change, negative = inhibition, usual class: inhibitors. 340,000 compounds, 1.3% hits. P06746. Pol beta primer extension/strand displacement, fluorescence kinetic; also: potency is read from the fitted curve at half-maximal effect; % is scaled to controls: 0 for no effect and ±100 for the full control effect
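Pol beta (10 nM) was preincubated with compound for 15 min at room temperature. The reaction was then started with 50 nM substrate and read immediately and after a further 10 min at room temperature.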
Active calls of the source: *; ? = inconclusive; . = no result given; & = joins results of further samples; [ ] = remark or other dose. Unless noted, calls follow the shape of the dose curve; as a rule, active = well fitted curve in the direction sought with a large enough effect; inconclusive = small, poorly fitted or top-dose-only effect, or another doubt; inactive = no such curve, though single readings can be large; an effect the other way counts as inactive or inconclusive. Not all compounds are listed; count on the stated rates, not on these rows.

Below each SMILES – POLB inh, Pol eta inh, Apoferritin bind, ERG Ets-DNA blk, LDHA block, APEX1 inh, ALOX12 inh, POLK inh, RGS4 inh
> CC(C)c1ccc2nc(N)sc2c1
  0%, -24%, ?, 12%, -7, -10%, 0%, 1%, -7%
> COc1ccc(CNC(=O)CN2CCN(c3ccccc3)CC2)cc1
  7%, -1%, -2%, 1%, -2, 23%, 9%, 8%, 13%
> Cn1c(=O)[nH]c(=O)c2c1nc(NCCO)n2CC(O)COc1ccccc1 (centres undefined)
  -21%, 8%, -6%, -2%, -1, ., -9%, -3%, -29%
> CC(=O)N1CCCc2cc(S(=O)(=O)N3CCN(c4ccccn4)CC3)ccc21
  0%, -12%, -5%, -2%, 4, 2%, 28%, 18%, -30%
> Cc1sc(CO)c(Sc2ccccc2)c1C(=O)O
  ?, ., -6%, ., ., -7%, -5%[57.4 µM], ., .
> Cc1cc(N2CCCC2)ccc1NC(=O)CN1C(=O)NC2(CCCCC2)C1=O
  ., 6%, ., -8%, -6, 6%, -11%, -5%, 0%
> O=C(Nc1cccc(Cl)c1)N1CCC(CN2CCOCC2)CC1
  -26%, -6%, 3%, -1%, -4, ., -19%, -8%[60.1 µM], 13%
> COc1ccccc1NS(=O)(=O)NC(=O)c1cn(C)c2ccccc12
  27%, -9%, -15%, -5%, 3, 13%, ?, -7%, -4%
> Cc1ccc(-c2ccc(S(=O)(=O)N3CC(C)OC(C)C3)cc2)cc1 (centres undefined)
  -12%, 5%, -4%, 13%, -3, 16%, 0%, -10%, -13%
> CCN(CC)S(=O)(=O)c1cc(NC(=O)C2CC(=O)N(Cc3ccccc3)C2)ccc1Cl (centres undefined)
  ., -18%, ., 4%, -1, 10%, 9%, -7%, 6%

The final 3 entries of the part above open the next one.
Below each SMILES – POLB inh, Pol eta inh, Apoferritin bind, ERG Ets-DNA blk, LDHA block, APEX1 inh, ALOX12 inh, POLK inh, RGS4 inh
> COc1ccccc1NS(=O)(=O)NC(=O)c1cn(C)c2ccccc12
  27%, -9%, -15%, -5%, 3, 13%, ?, -7%, -4%
> Cc1ccc(-c2ccc(S(=O)(=O)N3CC(C)OC(C)C3)cc2)cc1 (centres undefined)
  -12%, 5%, -4%, 13%, -3, 16%, 0%, -10%, -13%
> CCN(CC)S(=O)(=O)c1cc(NC(=O)C2CC(=O)N(Cc3ccccc3)C2)ccc1Cl (centres undefined)
  ., -18%, ., 4%, -1, 10%, 9%, -7%, 6%
> C=CC(=O)Nc1cccc(Oc2ccnc(Nc3ccc(N4CCN(C)CC4)cc3)n2)c1
  ., ?, ., 24%, -2, ., ?, -29%, -13%
> CCN=C1SC(C(=O)Nc2cccc(C(=O)O)c2)CC(=O)N1CC (centres undefined)
  29%, 3%, -4%, 3%, -2, 2%, 0%, -22%, 21%
> Cc1ccc(Oc2c(C=O)c3ccccc3n2C)cc1
  -1%, -15%, ?, -3%, -1, 9%, 0%, -16%, 4%
> Cc1ccc(S(=O)(=O)N[C@H](C(=O)OCC(=O)N2N=C(c3ccc(Cl)cc3)CC2c2ccco2)C(C)C)cc1 (some centres undefined)
  9%, -9%, -16%, 2%, -6, 0%, ?, -7%, 10%
> O=S1(=O)N=C(Nc2ccc(O)cc2)c2ccccc21
  9%, -7%, -3%, -7%, -7, -2%, -11%, -13%, 4%
> COC(=O)c1cn(CCOc2ccccc2OC)c2ccccc12
  -6%, ?, -9%, -7%, -2, -4%, 86%[activator], -11%, -20%
> N#Cc1cc(-c2ccccc2)nc(Oc2ccc(Cl)cc2)n1
  0%, -8%, -11%, 0%, -7, -5%, 0%, -8%, 11%
> Cc1ccc(NC(=O)C2CCCN2C(=O)OC(C)(C)C)cc1C (centres undefined)
  26%, -15%, 7%, 7%, -1, 10%, 4%, -2%, -24%
> O=C(Nc1ccc2c(c1)CCC2)c1cccc(S(=O)(=O)N2CCN(c3ccc(F)cc3)CC2)c1
  -29%, -12%, -5%, 0%, -4, -5%, 3%, 1%, -13%
> C=CCS(=O)(=O)N1CCCC(N(C)CCc2ccc(OC)c(OC)c2)C1 (centres undefined)
  19%, -6%, 8%, -1%, 0, 23%, -14%, 9%, -17%
> Cc1ccc(OCC(=O)O/N=C(\N)c2ccncc2)cc1C
  -9%, -17%, -10%, 8%, -4, 25%, 5%, -16%, -10%
> O=C(COC(=O)c1ccc(NC(=O)C2CC=CCC2C(=O)O)cc1)c1ccccc1 (centres undefined)
  -14%, -18%, 4%, -5%, -2, 52%[activator], 13%, -8%, -5%
> CCCNC(=O)Cc1ncn[nH]1
  -1%, -6%, -2%, -3%, -1, -4%, 2%, 0%, 11%
> COc1ccc(N/N=C(/Oc2ccc([N+](=O)[O-])cc2)C(C)=O)cc1
  -20%, -5%, -20%, -14%, 1, 0%, -13%, -10%, 21%
> COc1ccc(N2C(=O)CC(n3cnc4ccccc43)C2=O)cc1 (centres undefined)
  ?, -14%, -7%, -4%, -4, -3%, 4%, -10%, 5%
> CC(=O)c1cccc(S(=O)(=O)Nc2ccc(N3CCOCC3)cc2)c1
  -10%, -12%, -6%, 1%, -13, 16%, -4%, -8%, -8%
> CC(O)[C@H]1CN=C(N)N1CCc1cc(C(F)(F)F)cc(C(F)(F)F)c1 (some centres undefined)
  -3%, 2%, -12%, 1%, -5, 4%, 50%, -2%, 9%
> Cc1ccc(Nc2ccccc2)nn1
  19%, -20%, -5%, 1%, -8, -3%, ?, 1%, 13%
> CSCCC(NS(=O)(=O)c1ccc2c(c1)OCCO2)C(=O)N(C)Cc1ccccc1F (centres undefined)
  ., -24%, ., -4%, -2, -2%, 3%, -5%, -1%
> Cc1cc(Cl)ccc1NS(=O)(=O)c1c(C)[nH]c(=O)[nH]c1=O
  10%, 4%, -3%, 2%, -2&-4, -3%, 13%&8%, -9%[60.1 µM], 7%
> CCOc1ccc(S(=O)(=O)N(C)CC(=O)NCc2ccccn2)cc1Cl
  -10%, -10%, -3%, -2%, -10, 9%, 12%, 1%, -5%
> CN(C)c1ccc(CSc2ccccc2)cc1
  ., -20%, ., 0%, 1, ., -29%, -2%, -19%
> COc1cc(C=C2C(=O)c3ccccc3C2=O)cc(OC)c1
  14%, -5%, 3%, -8%, 0, 1%, -8%, 1%, -42%
> CN(C)c1nnnn1-c1ccc(Cl)cc1
  30%, -11%, -1%, 2%, -11, 11%, -4%, -10%, 14%
> CCOc1ccc(C(C)=O)cc1CSc1nnc(-c2ccncc2)n1CCOC
  1%, 1%, -8%, -14%, -1, 11%, 0%, 3%, -52%
> COc1ccc(-n2nc3c(c2NC(=O)Cc2cccc(C)c2)CS(=O)C3)cc1 (centres undefined)
  -14%, -13%, 4%, 7%, -3, -5%, 16%, 11%, -16%
> Cc1n[nH]c(C)c1N=Nc1ccc(Br)cc1
  0%, -27%, ?, -3%, -4, -5%, -8%, -9%, 2%
> Cc1ccccc1NC(=S)Nc1ccc(Br)cc1
  14%, -7%, -3%, -3%, -13, -3%, -6%, -6%, 6%
> CC1CCCC(NC(=O)COC(=O)CCC(=O)c2cccs2)C1C (centres undefined)
  ., -8%, ., -17%, -3, 18%, -25%, -5%, 13%
> CC(=O)C1=C(NC(=O)c2ccccc2F)C[C@@H]2[C@H]1C2(C)C
  21%, -18%, ?, -4%, -2, -1%, ?, -6%, 13%
> O=S(=O)(c1cccc(C(F)(F)F)c1)N1CCC(CO)(CCCc2ccccc2)CC1
  0%, -32%, 8%, 0%, 2, -5%, 0%, 1%, 4%
> C=C(C)CNC(=O)c1ccc2nc(Cc3ccc(OC)cc3)oc2c1
  1%, -20%, ?, 4%, 13, -6%, -10%, 0%, -13%
> COc1ccc(-c2cc(C)no2)cc1S(=O)(=O)N1CCCCC1
  15%, -8%, -5%, -10%, 0, 8%, 2%, 0%, 13%
> CCC(C)NC(=O)CCS(=O)(=O)c1ccc2c(c1)n(C)c(=O)c(=O)n2C (centres undefined)
  -7%, 2%, 3%, 1%, -5, -7%, -3%, -1%, -11%
> N=C1N(c2ccccc2)C(=S)C(=Nc2ccccc2)N1c1ccccc1
  ., -4%, ., 2%, 13, ., ?, -2%, ?
> CC(=O)c1cccc(NC(=O)CSc2nc(N3CCCCC3)nc(N3CCCCC3)n2)c1
  -2%, 2%, -16%, 11%, -7, 0%, -7%, -10%, 25%
> CCc1nn(CC(=O)NCCc2ccc(Cl)cc2)c(=O)c2cc3c(OC)cccc3n12
  -11%, 1%, -16%, 0%, -5, ., -19%, -3%, 13%
> O=C(NCCO)C(=O)Nc1cc2c3c(c1)CC(=O)N3CCC2
  20%, 5%, -12%, 3%, 2, 88%[activator], 2%, -12%, 22%
> Cc1cc(C)n(CC(=O)N2CCCC(N3CCN(c4ccccc4C)CC3)C2)n1 (centres undefined)
  1%, -2%, -7%, -5%, 1, -7%, 0%, -20%, 19%
> COC(=O)C1=C(SC)N(c2ccccc2)C(c2ccccc2)CC1=O (centres undefined)
  0%, -2%, -4%, 6%, -6, 3%, -20%, 89µM*, 6%
> CC1CCCN(Cc2c(O)ccc3c4c(c(=O)oc23)CCCC4)C1 (centres undefined)
  ?, 26%, 376%[activator], -3%, -1, -4%, 28%, -7%, 10%[11.4 µM]
> O=C1N(Cc2ccccc2)c2ccccc2C12OCCO2
  0%, -13%, -10%, -1%, -2, 12%, 15%, 2%, -10%
> CCOC(=O)/C=c1\s/c(=C\c2ccc(C(F)(F)F)cc2)c(=O)n1CC(=O)NCc1ccco1
  25%, -19%, -12%, 14%, 5, 16%, ?, -16%, ?
> Cc1cc(=O)[nH]c(-c2cccnc2)n1
  24%, 16%, -2%, -9%, -13, 0%, -5%, -8%, -16%
